MrgX1 ag – activates human MrgX1 receptor signaling | Q96LB2 | MrgX1-HEK293 cells, Fluo-4 calcium fluorescence, agonist mode; hits give high values | B-score at 10 µM | 0.44% of 310,000 active | AID 588627;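 active = calcium response B-score plate-corrected fluorescence ratio at least 3 library SD, with starting fluorescence B-score inside 5 SD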
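Test system: Stable human MrgX1 HEK293 cell line | Schedule: Overnight plating before 1 h dye loading | Read-out basis: Baseline-normalised fluorescence change ratio, B-scored | Detection: Kinetic calcium dye fluorescence, Fluo-4 NW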
KCNK3 inh – human KCNK3 channel inhibition, primary screen. 0.84% of 340,000 active. O14649. B-score at 10 µM. CHO-KCNK3 thallium flux, FluxOR fluorescence; hits give low values;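 active = B-score under library mean minus 4 SD, starting fluorescence ratio at most library mean plus 5 SD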;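 note: more negative B-score means stronger inhibition of thallium flux through KCNK3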
KCNQ1 act – human KCNQ1 channel potentiation or activation; CHO-K1 KCNQ1, thallium flux FluxOR fluorescence; hits give high values; B-score at 10 µM; P51787; 0.35% of 310,000 active;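 active = fluorescence ratio B-score, a plate-corrected score, at least three library SD, with initial intensity B-score within 5 SD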
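Test system: CHO-K1 cells stably expressing KCNQ1 / Medium: assay buffer / Also added: depolarizing K+/Tl+ stimulus, K2SO4 and Tl2SO4 each 12.5 mM in 5x stock / Incubation: 90 min dye loading and 20 min compound exposure, both at room temperature / Signal: thallium influx via FluxOR fluorescence, kinetic imaging / Evaluation: B score of baseline-normalized fluorescence ratio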
TMEM16A inh – blocks the mouse calcium-activated chloride channel TMEM16A; Q8BHY3; HEK293 TMEM16A/YFP iodide influx fluorescence, ionomycin; normalized B-score (activity score, 25-100; higher = stronger inhibition) at 10 µM; 1.2% of 310,000 active;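 active = ratio plate-corrected score three or more library SD toward inhibition, starting fluorescence score within five deviations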;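 note: score derived from kinetic fluorescence span divided by baseline fluorescence per well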
Target sequence (Q8BHY3 whole entry, looked up): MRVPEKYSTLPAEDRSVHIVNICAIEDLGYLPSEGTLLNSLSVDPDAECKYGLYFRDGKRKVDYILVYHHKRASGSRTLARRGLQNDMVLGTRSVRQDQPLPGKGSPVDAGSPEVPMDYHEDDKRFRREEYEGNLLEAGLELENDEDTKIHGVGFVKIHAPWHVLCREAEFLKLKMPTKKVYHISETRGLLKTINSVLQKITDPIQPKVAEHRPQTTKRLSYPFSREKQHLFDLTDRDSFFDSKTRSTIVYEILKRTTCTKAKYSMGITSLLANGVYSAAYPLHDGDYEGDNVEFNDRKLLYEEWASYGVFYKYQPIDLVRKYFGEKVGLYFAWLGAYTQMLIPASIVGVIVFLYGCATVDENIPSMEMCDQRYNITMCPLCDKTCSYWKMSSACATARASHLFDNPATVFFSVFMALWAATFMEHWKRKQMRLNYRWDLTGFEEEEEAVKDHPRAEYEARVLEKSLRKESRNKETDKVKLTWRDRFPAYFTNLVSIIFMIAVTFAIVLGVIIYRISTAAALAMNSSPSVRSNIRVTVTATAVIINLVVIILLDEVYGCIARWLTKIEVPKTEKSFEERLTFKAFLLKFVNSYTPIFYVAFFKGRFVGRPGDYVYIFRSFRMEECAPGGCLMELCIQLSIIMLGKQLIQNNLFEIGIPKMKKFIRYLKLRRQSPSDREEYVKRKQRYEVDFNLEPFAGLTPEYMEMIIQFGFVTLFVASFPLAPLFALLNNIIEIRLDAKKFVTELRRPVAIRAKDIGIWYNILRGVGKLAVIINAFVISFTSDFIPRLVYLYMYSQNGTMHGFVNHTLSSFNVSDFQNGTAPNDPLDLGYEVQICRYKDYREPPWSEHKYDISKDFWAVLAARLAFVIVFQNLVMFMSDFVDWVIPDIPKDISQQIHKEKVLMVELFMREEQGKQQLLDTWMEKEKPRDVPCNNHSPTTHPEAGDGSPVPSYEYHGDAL
KCNK9 block – blocks the human KCNK9 two-pore domain potassium channel. Q9NPC2. 1.2% of 310,000 active. HEK293 KCNK9, FluxOR thallium flux fluorescence; hits give low values. B-score at 10 µM. AID 488922;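 active = ratio B-score over 3 SD below the library mean, with starting fluorescence within 5 SD of its mean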;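 note: negative B-score means less thallium flux so channel inhibition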
ANO1 activ – activators or potentiators of mouse TMEM16A chloride channel. Q8BHY3. B-score at 10 µM. 0.3% of 340,000 active. AID 623877. HEK293 TMEM16A/YFP-H148Q/I152L, iodide quench fluorescence; hits give low values;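 active = fluorescence-ratio B-score plate-corrected deviation score at least 3 library SD below zero, with starting fluorescence score within 5 deviations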;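 note: channel opened by trigger with iodide after compound preincubation; score built on the fluorescence ratio of max minus min over baseline; more negative score means more quench and so TMEM16A activation or potentiation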
MrgX1 PAM – allosterically activates human MrgX1 receptor signaling | 0.63% of 310,000 active | B-score at 10 µM | Q96LB2 | MrgX1-HEK293, Fluo-4 calcium flux, FDSS; hits give high values;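 active = plate-corrected calcium response at least 3 library SD above typical, normal starting fluorescence, not activating the receptor alone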;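 note: compound read alongside a low EC10 to EC30 dose of BAM8-22 agonist; peak minus trough fluorescence over baseline measured at the second addition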
RGS4 act – RGS4 potentiation or activation | HEK293 M3R/inducible RGS4, carbachol calcium flux Fluo4; hits give low values | B-score at 10 µM | 0.92% of 310,000 active;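 active = B-score of the integrated calcium signal more than 4 SD below the library mean, with starting fluorescence not abnormally high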;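 note: negative B-score means reduced calcium response which marks RGS4 activation or potentiation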
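Also added: carbachol at ECmax as muscarinic agonist stimulus; Assay system: HEK293 cells with stable M3R and inducible RGS4; Timing: overnight RGS4 induction, 30 min dye load 37 °C, 20 min compound RT; Measured by: Fluo4-AM (2 µM) calcium-flux fluorescence, kinetic read.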
hERG rescue – compounds protecting human hERG from proarrhythmic drug block; Q12809; CHO-hERG, FluxOR thallium flux, dofetilide IC70 present; activation (rescue from dofetilide block), less the hit threshold, % at 10 µM; 0.51% of 310,000 active; AID 1511;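 active = activation above the mean of controls blocked by dofetilide plus 5 SD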;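 note: thallium influx through hERG after potassium depolarization seen as dye fluorescence rise; in these data hits start at about 4.7%; inactives centre near -7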
KCNQ1 block – blocks the human KCNQ1 potassium channel; P51787; CHO-K1 KCNQ1, FluxOR thallium flux fluorescence; hits give high values; B-score at 10 µM; 1.3% of 310,000 active; AID 2642;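 active = compounds whose thallium flux B-score, printed positive for inhibition, exceeds three library SD while starting fluorescence stays within three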;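 note: channel opened by potassium depolarization with thallium stimulus after 20 min compound exposure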
RGS4 inh – inhibitors of human RGS4 | P49798 | HEK293 M3R/RGS4 inducible, Fluo-4 calcium flux; hits give high values; triggered by carbachol at its EC20 | B-score at 10 µM | 0.45% of 310,000 active | AID 463165;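 active = B-score, a plate-corrected calcium signal, over three deviations above library mean, with baseline fluorescence within five deviations of library mean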;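 note: RGS4 expression induced by doxycycline in cells with stable M3 receptor; B-score is computed from the integrated fluorescence ratio over baseline after carbachol; higher B-score means a larger calcium signal and so more RGS4 inhibition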
Numbers without * were called inactive; i = inactive; x = no result given; & = joins results of further samples.

SMILES	MrgX1 ag	KCNK3 inh	KCNQ1 act	TMEM16A inh	KCNK9 block	ANO1 activ	MrgX1 PAM	RGS4 act	hERG rescue	KCNQ1 block	RGS4 inh
COC(=O)/C(=C\Nc1ccc(Cl)c2ccccc12)c1ncc(C(F)(F)F)cc1Cl	i	i	i	i	i	i	i	i	-6	i	i
COc1ccc(-c2cc(-c3ccccc3O)[nH]n2)cc1	i	i	i	i	i	i	i	i	-5	i	i
CCOC(=O)C1=C(C)Nc2ccccc2N=C1NC(=O)c1cccc(S(=O)(=O)N(C)C)c1	i	i	i	i	i	i	i	i	-3	i	i
CCN(CC(=O)Nc1ccccc1C(=O)OC)S(=O)(=O)c1ccc(OC)cc1	i	i	i	i	i	i	i	i	-2	i	i
CC(C)Oc1ccc(CNC(=O)c2cc(S(=O)(=O)N3CCOCC3)cn2C)cc1	i	i	i	i	i	i	i	i	-4	i	i
Oc1ccccc1-c1nc(NCc2ccco2)c2ccccc2n1	i	i	i	i	i	i	i	i	-7	i	i
O=C(NCCSc1ccccc1)c1ccco1	i	i	i	i	i	x	i	i	-5	i	i
CC(=O)C1=C(O)C(=O)N(c2ccc(O)cc2)C1c1ccccc1 (centres undefined)	i	i	i	i	i	i	i	i	-2	i	i
Fc1cccc2sc(Nc3nc4ccccc4s3)nc12	i	i	i	i	i	i	i	i	13*	i	i
Cn1c(SCC(=O)NNC(=O)Cc2ccccc2)nc2ccccc2c1=O	i	i	i	i	i	i	i	i	-5	i	i
CCOC(=O)c1c(NC(=O)C(=O)N/N=C(\C)c2ccc(OC)cc2)sc2c1CCCCC2	i	i	i	i	i	i	i	i	-6	i	i
CC1CC(C)(C)CC2(C1)NC(=O)N(CC(=O)NCCc1ccc3c(c1)OCCO3)C2=O (centres undefined)	i	i	i	i	i	i	i	i	-15	i	i
COc1ccc(NC(=S)N(CCCN2CCCC(C)C2)Cc2cccs2)cc1 (centres undefined)	i	i	i	i	i	i	i	i	-10	i	i
CCS(=O)(=O)NCC(c1ccco1)N1CCN(c2ccccc2)CC1 (centres undefined)	i	i	i	i	i	i	i	i	-9	i	i
CC(C)CC(CC(C)C)=NNC(=O)c1ccc2c(c1)OCO2	i	i	i	i	i	i	i	i	-2	i	i
Cc1nc2c(o1)CCc1ccccc1C2N1CCN(C)CC1 (centres undefined)	i	i	i	i	i	i	i	-11*	-3&-9	i	i
CC1CCN(S(=O)(=O)c2ccc3c4c2CC(=O)N4CC(C)S3)CC1 (centres undefined)	i	i	i	i	i	i	i	i	-7	i	i
O=C(CN1C(=O)NC(Cc2ccccc2)C1=O)Nc1ccccc1 (centres undefined)	i	i	i	i	i	i	i	i	-8	i	i
CCCCC(=O)Nc1ccc(N2CCN(S(C)(=O)=O)CC2)cc1	i	i	i	i	i	i	i	i	-7	i	i
COc1cc(OC)cc(C(=O)Nc2ccc(-n3cnnn3)c(C)c2)c1	i	i	i	i	i	i	i	i	-9	i	i

Carrying on.
SMILES	MrgX1 ag	KCNK3 inh	KCNQ1 act	TMEM16A inh	KCNK9 block	ANO1 activ	MrgX1 PAM	RGS4 act	hERG rescue	KCNQ1 block	RGS4 inh
O=C(NC1CC1)C1=C[C@@H](c2ccccc2)C[C@@H](OCCCCO)O1	i	i	i	i	i	i	i	i	-8	i	i
COc1ccccc1C(=O)N/N=C(\C)c1ccc(NC(=O)C2CC2)cc1	i	i	i	i	i	i	i	i	-5	i	i
CCOC(=O)c1ccc(S(=O)(=O)N2CCN(C3CCCC3)CC2)cc1	i	i	i	i	i	i	i	i	-7	i	i
COCCCN1C(=O)c2ccc(C(=O)Nc3cccc(OC)c3)cc2C1=O	i	i	i	i	i	i	i	i	-4	i	i
O=C(CN1CCC(n2nnc3cc(C(F)(F)F)ccc32)CC1)Nc1ccc2c(c1)CCC2	i	i	i	i	i	i	i	i	-8	i	i
O=C(O)CNc1ccc(S(=O)(=O)C(F)(F)F)cc1[N+](=O)[O-]	i	i	i	i	i	i	i	i	-9	i	i
O=C(NCCN1CCN(C(=O)c2ccc([N+](=O)[O-])cc2)CC1)C(=O)NCc1ccccc1	i	i	i	i	i	i	i	i	-8	i	i
Cc1ccc(S(=O)(=O)N2CCCCC2)cc1NC(=O)COC(=O)c1ccc(O)cc1	i	i	i	i	i	i	i	i	-17	i	i
Cn1c(C(=O)NCCCN2CCN(c3ccccc3F)CC2)cc2c(=O)[nH]c3ccccc3c21	i	i	i	i	i	i	i	i	-1	i	i
CCOC(=O)c1[nH]c2cc3c(cc2c1NC(=O)CN1CCC2(CC1)OCCO2)OCO3	i	i	i	i	i	i	i	i	-4	i	i
CCN(CC)S(=O)(=O)c1cccc(-c2nnc(SCC(=O)NC)n2CCc2ccccc2)c1	i	i	i	i	i	i	i	i	-11	i	i
O=C(NC1CC1)C1CCN(S(=O)(=O)c2cc(Cl)ccc2Cl)CC1	i	i	i	i	i	i	i	i	-6	i	i
OCCSc1nc(-c2ccccc2)nc2c1CCC2	i	i	i	i	i	i	i	i	-6	i	i
COc1cc(C(=O)NCC(c2ccccc2)N(C)C)ccc1OCC(=O)N1CCOCC1 (centres undefined)	i	i	i	i	i	i	i	i	-1	i	i
CCN1CCN(C(=O)NS(=O)(=O)c2ccc(C)cc2)CC1	x	i	i	x	i	x	x	i	-4	i	i
CCCN(CCC)CCNC(=O)c1cn(C)c(=O)c2c1c1ccccc1n2C	x	i	i	x	i	i	x	i	-11	i	i
COC(=O)N/N=C(\C)c1ccccc1OC(F)F	i	i	i	i	i	i	i	i	-6	i	i
Cc1ccc(Nc2nc(N)c([N+](=O)[O-])c(N3CCC(C)CC3)n2)cc1C	i	i	i	i	i	i	i	i	-4	i	i
CC(=O)N1CCCc2cc(S(=O)(=O)N3CCCC(C(=O)Nc4cc(C)ccc4C)C3)ccc21 (centres undefined)	i	i	i	i	i	i	i	i	-10	i	i
COC(=O)Cc1c(C)nc2nc(NCc3cccc([N+](=O)[O-])c3)[nH]n2c1=O	i	i	i	i	i	i	i	i	-7	i	i

Further entries.
SMILES	MrgX1 ag	KCNK3 inh	KCNQ1 act	TMEM16A inh	KCNK9 block	ANO1 activ	MrgX1 PAM	RGS4 act	hERG rescue	KCNQ1 block	RGS4 inh
CC1=CC(C)C(C[N+]2(C)CCCCC2)C(C)C1 (centres undefined)	i	i	i	i	i	i	i	i	-6	i	i
CNC(=O)C(NC(=O)CNC(=O)c1ccc(Cl)cc1)C(C)(C)C (centres undefined)	i	i	i	i	i	i	i	i	-10	i	i
Cc1ccc2nc(-c3ccc(NC(=O)COC(=O)c4ccc([N+](=O)[O-])o4)cc3)sc2c1	i	i	i	i	i	i	i	i	-2	i	i
O=C(N/N=C1\CCCc2c1[nH]c1ccc([N+](=O)[O-])cc21)c1ccncc1	i	x	i	i	i	x	i	i	-7	i	i
CCCCN(CCCC)CCNC(=O)CSCc1ccc(C)cc1	i	i	i	i	i	i	i	i	-9	i	i
COc1ccc(C(=O)Nc2ccc(N3CCN(C)CC3)cc2)cc1	i	i	i	i	i	i	i	i	-3	i	i
COc1ccc(C(C(=O)NCc2ccccc2)N(Cc2ccco2)C(=O)c2snc(C(N)=O)c2N)cc1 (centres undefined)	i	i	i	i	i	i	i	i	-17	i	i
O=C(CCN1C(=O)/C(=C/c2ccc(F)cc2)SC1=S)NCCc1ccc(O)cc1	i	i	i	i	i	i	i	i	-9	i	i
O=S(=O)(c1ccc(Cl)c(Cl)c1)c1snnc1-c1ccccc1	x	i	i	x	i	i	x	-7.3*	-9	i	i
CC(C)N(C(=O)COC(=O)c1ccc(Cl)c(S(N)(=O)=O)c1)C(C)C	i	i	i	i	i	i	i	i	1	i	i
CC(NC(=O)c1cccc(F)c1)C(c1cccs1)N1CCN(C)CC1 (centres undefined)	i	i	i	i	i	i	i	i	-8	i	i
O=C(CSc1ccc([N+](=O)[O-])cn1)Nc1ccc2c(c1)OCO2	i	i	i	i	i	i	i	i	-9	i	i
COCC(=O)N(Cc1cc2ccc(C)cc2[nH]c1=O)c1ccc(OC)cc1	i	i	i	i	i	i	i	i	-9	i	i
COc1ccc(NC2CCCN(C(=O)CCCn3cncn3)C2)cc1 (centres undefined)	i	i	i	i	i	i	i	i	-7	i	i
CCCc1cc(=O)[nH]c(SCC(=O)N(C)C2CCS(=O)(=O)C2)n1 (centres undefined)	i	i	i	i	i	i	i	i	-9	i	i
CNc1nnc(-c2ccncc2)s1	i	i	i	i	i	i	i	i	-21	i	i
OC1CCN(c2cc(-c3ccccc3)nc3cc(-c4ccc(F)cc4)nn23)CC1	i	i	i	i	i	i	i	i	-5	i	i
Cc1ccc(C)c(NCCC#N)c1	i	i	i	i	i	i	i	i	-5	i	i
O=C(CCc1nnc2n(Cc3ccc(F)cc3)c(=O)c3ccccc3n12)NCCCN1CCOCC1	i	i	i	i	i	i	i	i	-6	i	i
CCCNC(=O)c1c(N)n(-c2cc(OC)cc(OC)c2)c2nc3ccccc3nc12	i	-9.2*	i	i	i	i	i	i	-9	i	i

Next section.
SMILES	MrgX1 ag	KCNK3 inh	KCNQ1 act	TMEM16A inh	KCNK9 block	ANO1 activ	MrgX1 PAM	RGS4 act	hERG rescue	KCNQ1 block	RGS4 inh
O=C1c2cccc(O)c2C(=O)c2c(O)cccc21	i	x	i	i	i	x	i	i	-8	i	i
FC(F)(F)c1cnc2c(-c3ccccc3)n[nH]c2c1	x	i	i	x	i	i	x	i	-13	i	i
COc1cccc(OCC(Cn2c(C)nc3ccccc32)OC(C)=O)c1 (centres undefined)	i	i	i	i	i	i	i	i	-8	i	i
Cc1ccc(N2C(=O)Nc3ccccc3S2(=O)=O)cc1Cl	i	i	i	i	i	i	i	i	-1	i	i
CCN(c1ccccc1)S(=O)(=O)c1ccc(Cl)c(C(=O)NCC2CCCO2)c1 (centres undefined)	i	i	i	i	i	i	i	i	-19	i	i
CCOCN(C(=O)Cn1cnc2ccccc21)c1c(C)cccc1CC	i	i	i	i	i	i	i	i	-13	i	i
O=C(CSc1nnc(Cc2ccccc2)o1)NC1CCCCC1	i	i	i	i	i	i	i	i	-4	i	i
COC(=O)c1cnn2c3c(c(C)nc12)CCCC3	i	i	i	i	i	i	i	i	-6	i	i
COc1ccc(CNc2nc3ccccc3n2C)c(O)c1	i	i	i	i	i	i	i	i	-6	i	i
